# Assay outcomes from PubChem BioAssay.
# PLC-beta3 inh: inhibitors of human phospholipase C beta3. Purified PLC-beta3, fluorogenic substrate, fluorescence. inhibition, % at 12.2 µM. 370,000 compounds, 0.18% hits. Q01970. AID 720704; in the data active means inhibition above about 11%;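 further: 0% = median of compound wells on plate and 100% = full blocker control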
# hcDAF12 agonist: H. contortus DAF-12 activation, primary screen. HEK293 hcDAF-12 lit1-tk-luc reporter, luminescence; 0% DMSO, 100% Δ7-dafachronic acid. AID 652067. activation, % at 6.8 µM. 370,000 compounds, 1.4% hits;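 active means activation above the mean of all tested compounds plus 3 SD, cut at about 5.5% in these data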;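 further: 100% = response to 3 µM Δ7-dafachronic acid high control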
# sPLA2-III inh: Inhibits HGIII-sPLA2 liposome hydrolysis, primary screen; Q9NZ20; QFRET BODIPY PC-A2 liposome hydrolysis, fluorescence; inhibition, % at 12.2 µM; 370,000 compounds, 0.56% hits; AID 743126;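 active means inhibition above mean plus 3 SD of compounds lying within the high and low control bounds, cut at about 19% in these data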;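 further: 0% = median of test compound wells and 100% = no enzyme DMSO wells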
# ssDAF12 agonist: activates DAF-12 receptor from parasite S. stercoralis; HEK293 ssDAF-12/GRIP1 lit1-tk-luc reporter, luminescence; % of 3 µM dafachronic acid response; 370,000 compounds, 1% hits; activation, % at 6.8 µM;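 active means activation above the mean over all tested compounds plus 3 SD, cut at about 0.9% in these data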;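 further: 0% = DMSO-only wells and 100% = 3 µM delta7-dafachronic acid wells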
# PG9 binder: PG9 antibody binding by small molecule | 360,000 compounds, 0.43% hits | TR-FRET gp120-PG9 antibody binding | inhibition, % at 6.7 µM | AID 624416; in the data active means inhibition above about 8.5%
# Rev-erbA mod: modulates human Rev-erb alpha binding to DNA; Rev-erbα–FITC-DNA binding, fluorescence polarization, 90 min; activity, % at 10 µM; 370,000 compounds, 0.79% hits; AID 1259318;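 active means activity above about 14%, limit read from the data; passing the limit was not always enough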;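 further: 0% = DMSO wells with 35 nM protein and 100% = DMSO wells with 750 nM protein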
# Target sequence (P20393 whole entry, looked up): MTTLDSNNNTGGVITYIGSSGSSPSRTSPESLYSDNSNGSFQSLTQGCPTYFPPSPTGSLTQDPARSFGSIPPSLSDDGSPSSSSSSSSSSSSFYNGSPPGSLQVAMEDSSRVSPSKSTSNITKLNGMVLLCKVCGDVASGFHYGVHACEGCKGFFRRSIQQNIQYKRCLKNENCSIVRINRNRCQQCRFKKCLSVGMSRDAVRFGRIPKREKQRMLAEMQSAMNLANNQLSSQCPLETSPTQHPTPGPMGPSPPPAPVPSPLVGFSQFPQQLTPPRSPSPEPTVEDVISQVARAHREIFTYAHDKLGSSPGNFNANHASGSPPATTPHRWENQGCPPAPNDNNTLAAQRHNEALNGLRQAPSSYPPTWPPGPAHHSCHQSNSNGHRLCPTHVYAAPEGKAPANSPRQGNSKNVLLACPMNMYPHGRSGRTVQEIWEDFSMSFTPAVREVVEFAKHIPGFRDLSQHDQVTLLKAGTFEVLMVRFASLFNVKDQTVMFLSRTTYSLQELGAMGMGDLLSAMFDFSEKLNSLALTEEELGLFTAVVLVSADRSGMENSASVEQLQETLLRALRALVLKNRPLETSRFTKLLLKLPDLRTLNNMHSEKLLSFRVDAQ
# DAX1 inh-1: inhibitors of DAX1 repression of SF-1 activated StAR promoter | HEK293T StAR-luciferase reporter, SF-1/DAX-1 repression relief | inhibition, % at 6.8 µM | 370,000 compounds, 1.1% hits | AID 652010;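 active means inhibition above the mean over all tested compounds plus 3 SD, cut at about 3.6% in these data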;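 further: 0% = DAX-1 cells with DMSO and 100% = cells lacking DAX-1 with DMSO; higher inhibition means more luminescence from relief of DAX-1 repression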
# hgDAF-12 ag: hgDAF-12 agonism, primary luciferase screen; 370,000 compounds, 1.8% hits; activation, % at 6.8 µM; HEK293 GAL4-hgDAF12 UAS-luciferase reporter, agonist luminescence; normalized to butyrate control; AID 687014;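 active means activation above a cutoff set at the mean of all screened compounds plus 3 SD, cut at about 10% in these data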;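 further: 0% = DMSO wells and 100% = sodium butyrate wells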
# SMARCA2 act: increases SMARCA2 function in MMTV reporter cells; 370,000 compounds, 1% hits; AID 652017; MG213 cells, MMTV-luciferase reporter, dexamethasone, overnight; activation, % at 9.1 µM; in the data active means activation above about 7.8%;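 further: 0% = vehicle wells and 100% = reference activator wells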
# FXN GAA850 act: activators of GAA850 frataxin (FXN) promoter. 360,000 compounds, 0.56% hits. AID 540364. activation, % at 6 µM. HEK293 lucGAA850 FXN promoter luciferase reporter, 24 h; percent of 10 µM SAHA response;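 active means activation above the average of all compounds screened plus 3 SD, cutoff fixed separately per campaign, cut at about 7.5% in these data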;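 further: 0% = DMSO wells and 100% = 10 µM SAHA wells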
# DAX1 inh-2: inhibitors of human orphan nuclear receptor DAX1 (NR0B1); AID 504766; 340,000 compounds, 0.99% hits; inhibition, % at 6.75 µM; P51843; HEK293 Gal4-DAX1 luciferase reporter, luminescence;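 active means inhibition above the mean over all tested compounds plus 3 SD, cut at about 4.2% in these data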;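 further: 0% = DAX1-transfected cells with DMSO and 100% = empty-vector control cells with DMSO; inhibition shows as a rise in luminescence from relieved DAX1 repression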
# Target sequence (P51843 207-470 limits assumed): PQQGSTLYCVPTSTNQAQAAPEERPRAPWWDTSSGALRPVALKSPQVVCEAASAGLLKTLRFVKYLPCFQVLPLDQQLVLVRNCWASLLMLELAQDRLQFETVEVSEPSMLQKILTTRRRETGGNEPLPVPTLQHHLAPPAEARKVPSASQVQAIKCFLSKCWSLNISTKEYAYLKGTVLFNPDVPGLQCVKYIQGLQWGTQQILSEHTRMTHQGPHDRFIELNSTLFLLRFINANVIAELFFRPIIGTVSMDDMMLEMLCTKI
# Active calls of the source: *; . = no result given.
SMILES,PLC-beta3 inh,hcDAF12 agonist,sPLA2-III inh,ssDAF12 agonist,PG9 binder,Rev-erbA mod,DAX1 inh-1,hgDAF-12 ag,SMARCA2 act,FXN GAA850 act,DAX1 inh-2
Nc1nc(Cn2nnc(-c3ccccc3Cl)n2)nc(N2CCOCC2)n1,0,-2.6,-5,-1.0,-0.4,4,0.1,2.0,2,0.8,1.2
CCCNC(=O)c1ccc(N2CCC3(CC2)CC(c2cccc(Br)c2)=NO3)c(NC(=O)c2ccco2)c1,-11,-5.1,-20,-2.5,-0.1,-1,-1.6,-5.2,0,-2.6,-4.4
Cc1ccc(NC(=O)COC(=O)CCC(=O)c2cccs2)cc1,0,-2.2,-10,-1.1,-1.2,-1,0.4,-2.1,4,2.3,3.7
COc1ccc(/C=N/Nc2nnc(-c3ccccc3)c(=O)[nH]2)cc1,-4,-1.9,19,-1.1,1.0,-5,0.2,-5.0,-5,6.6,-1.1
CCCCN1C=C(C(C)=O)C(=O)CC1,1,0.1,14,-1.3,-2.9,5,-1.6,-0.6,-6,0.1,1.6
CC(=O)c1c(OC(=O)c2ccccc2)ccnc1C(F)(F)F,-1,0.1,5,-1.2,9.2*,-3,-1.5,3.5,-2,0.8,0.0
COc1ccc(OCC(=O)OCC(=O)c2ccc(OC)c(F)c2)cc1,-6,-0.1,-1,-1.4,2.9,0,-0.5,-0.3,3,-0.3,0.5
CN(/N=C/c1cccnc1)C1=NS(=O)(=O)c2ccccc21,4,-2.5,0,-1.5,0.9,0,-0.3,-2.6,0,1.4,-0.5
CCc1ccc(C(CC(=O)O)N2Cc3ccccc3C2=O)cc1 (centres undefined),-3,2.1,-2,-1.0,-0.4,-8,-0.2,1.5,-1,1.7,2.3
CCC(=O)Nc1nc2nc(-c3ccccc3)cc(=O)n2[nH]1,-4,-1.1,5,-1.7,-0.1,-6,0.4,-0.9,1,0.7,2.4
CCOC(=O)N1CCN(C(=O)c2ccc(NC(C)=O)cc2)CC1,1,-1.5,12,-0.7,0.6,-7,0.9,1.4,-1,2.2,-0.6
CSc1ccc(/C=C/C(=O)c2ccc(NC(C)=O)cc2)cc1,-311,-2.0,-13,-1.3,1.8,0,-0.5,0.0,5,0.5,0.9
CC(C)(C(=O)N1CCC1(C)C(=O)NS(=O)(=O)c1cccc(F)c1)c1ccccc1 (centres undefined),-2,0.7,-3,-1.5,0.1,2,-0.9,-2.1,3,-0.5,.
Cc1cc(N/N=C/c2c[nH]c3ccccc23)c2ccccc2n1,-28,4.5,1,-0.2,-1.8,3,-1.0,2.6,-1,3.1,0.0
CCc1ccc(C2CC(=O)N(c3cccc(F)c3)C3=C2C(=O)OC3)cc1 (centres undefined),-2,-0.6,-7,-0.5,-1.3,2,-0.1,0.1,2,3.0,0.1
O=C(CN1CCN(C(=S)NC2CCCC2)CC1)Nc1ccc(Oc2ccccc2)cc1,-5,-3.0,-7,-1.9,1.6,5,-1.4,-4.3,-4,-0.8,-2.0
COC(=O)c1ccc(NC(=O)C2CCN(C(=O)Nc3ccccc3)CC2)cc1,-10,-0.8,5,0.1,-0.1,-10,0.6,0.5,2,1.3,1.4
CC(=O)Nc1ccc(Cl)cc1C(=O)O,-19,-0.3,-1,0.9*,-1.5,-1,0.3,0.1,1,0.3,0.7
Cc1ccc(OCCn2c3ccccc3n3nc(C)c(=O)nc23)cc1,-14,-3.0,-3,-1.9,-2.8,0,-0.3,1.2,-3,2.4,0.7
CC(=O)Nc1ccc(/C(C)=N/NS(=O)(=O)c2ccc(C)cc2)cc1,4,0.5,-7,-0.4,-1.0,-8,0.5,1.8,3,-1.8,2.8
Nc1[nH]c(C(=O)c2ccccc2)c(-c2ccncc2)c1C(=O)NCc1ccc(Cl)cc1,3,-1.5,4,-1.3,0.8,-1,0.5,-1.5,2,.,.
Cc1cc(C)cc(C(=O)Nn2cnnc2)c1,-5,0.4,10,-1.2,1.1,-5,0.1,-2.3,-3,0.4,-0.3
CC(C)c1nc(N2CCOCC2)c(C#N)c2c1COC(C)(C)C2,-92,-2.5,-1,-1.7,-1.2,6,-0.2,-2.0,0,1.5,0.8
O=C(CN1C(=O)NC2(CCCCC2)C1=O)Nc1ccc2c(c1)OCCCO2,-1,4.5,-1,0.2,-1.2,-5,2.5,9.8,2,3.7,2.1
c1ccc(N2CCN(Cc3cn4ccccc4n3)CC2)cc1,-4,-0.5,7,-1.1,-0.8,3,-0.5,1.5,-4,-0.6,-0.2
CC(CNC(=O)COC(=O)c1cccs1)c1ccccc1 (centres undefined),-5,-0.4,1,-1.4,-1.7,5,-1.7,1.4,1,-1.0,0.8
COc1ccccc1NC(=O)c1c(NC(=O)c2ccco2)sc2c1CCC2,-30,-0.8,0,-0.7,-0.1,-4,0.0,-2.1,-1,0.2,1.2
COc1cc(C)ccc1OCc1cc(C(=O)N2CCN(C)C[C@@H]2c2ccccc2)no1,-6,1.0,-4,-0.6,0.3,1,-0.1,4.1,8.7*,-0.3,0.9
O=C(NCc1ccccc1)c1cc(C2CCCCN2C(=O)OCCF)on1 (centres undefined),4,1.1,-6,-0.8,0.3,3,-0.6,-0.7,-2,0.4,.
CN(C)C1CN(Cc2cn(Cc3ccc(C(F)(F)F)cc3)nn2)S(=O)(=O)C1 (centres undefined),0,-2.3,3,-1.0,-0.8,0,-0.8,1.7,-5,.,.
CC(c1ccco1)N(C(=O)c1ccccc1F)c1ccccn1 (centres undefined),-19,-1.6,0,-1.6,-1.2,-1,-0.1,2.2,1,2.3,-0.6
Cc1ccc(SCC(=O)c2c(C)[nH]c3ccccc23)cc1,3,-2.2,6,-1.6,-0.8,3,-0.1,-3.2,-2,2.1,0.2
COc1ccc(NC(=O)c2cc(-c3ccc(F)cc3OC(C)C)n[nH]2)cn1,0,-0.4,-10,-1.2,-0.8,-5,-3.7,-2.9,-3,-0.2,.
NNC(=O)C1CCCn2c1nc1sc3c(c1c2=O)CCCC3 (centres undefined),-7,8.6*,-47,1.1*,3.6,3,1.2,7.8,-4,4.3,0.2
CCC(=O)Nc1ccccc1C(=O)N1CCCC1,-1,-1.4,3,-1.4,-1.6,-2,-0.7,-0.7,1,3.1,-0.5
CCn1c(=O)n(CC)c2cc(N3CCCC3)c(NC(=O)c3c(F)cccc3F)cc21,-11,-3.7,4,-1.3,-3.1,-1,-0.9,-2.5,0,5.6,-0.1
CC(C)CCOC(=O)C(C)Sc1n[nH]c(=O)[nH]c1=O (centres undefined),-11,-0.5,12,-0.8,3.1,-6,-0.4,-0.2,-5,0.8,-2.2
CCCN[C@H]1CCc2nc(N)sc2C1,0,-0.9,-4,-2.2,-0.6,2,-0.4,-1.9,3,1.4,-0.2
COC(=O)c1c(NC(=O)COC(=O)C2CCC2)sc(C)c1C,-8,-0.5,5,-1.2,0.9,-1,-0.1,2.4,0,2.6,-0.3
Fc1ccc(CNCc2ccccc2C(F)(F)F)cc1,-2,-1.6,4,-0.9,0.2,6,-0.7,-0.6,2,0.1,1.1
Cc1ccc(OCCn2cc(C=O)c3ccccc32)cc1,-3,-3.3,-6,-1.9,0.0,8,-1.2,-2.9,0,1.8,-0.3
CCc1nc2ccc(C(=O)NCCC(C)C)cn2c1N(CC)CCN(C)C,-8,-0.7,9,-1.0,1.3,0,0.1,-3.5,-5,-1.1,.
O=C(Cc1ccccc1)c1c[nH]c(C(=O)NCCCn2ccnc2)c1,-1,-0.2,-2,-0.6,-0.5,0,0.1,-2.4,-1,.,.
NNC(=O)c1cc(-c2ccco2)[nH]n1,-5,-1.1,7,-1.7,1.9,-1,0.6,-3.4,-3,1.9,-1.7
C/C=C/c1ccc(OC)c(OC(C)=O)c1,-1,-2.9,-4,-0.5,0.6,-4,-0.4,0.6,-2,-0.7,-0.5
O=S(=O)(NC(=S)c1ccccc1)c1ccc(Cl)cc1,-6,-0.1,-3,-1.4,-1.1,-1,0.1,-0.7,-3,1.1,0.7
CC(=O)c1cccc(NS(=O)(=O)c2ccc(N/C=C\C(=O)c3ccc(C)cc3)cc2)c1,-5,1.0,-7,-0.2,1.2,0,0.7,3.3,2,-0.2,-2.5
CC(=O)N1c2ccccc2NC2=C(C(=O)CCC2)C1c1cccnc1 (centres undefined),-20,-0.2,8,-0.7,-0.9,0,0.8,1.2,-4,-0.2,1.1
COc1ccccc1Nc1ncc(-c2cccs2)s1,-8,11*,8,1.3*,-1.7,2,1.8,9.3,6,4.9,2.5
Cc1nn(-c2ccc(F)cc2)c2sc(C(=O)OCC(=O)N3CCC(C)CC3)cc12,-3,0.8,0,-1.0,-0.2,-4,-0.9,1.1,5,-0.1,6.3*
Cc1nc2c(OCc3ccccc3)cccn2c1N(C)C(=O)C1CCCCC1,1,-1.4,-5,-0.7,-2.1,8,-1.9,5.1,-2,-0.8,.
CCN(CC)C(=O)[C@H]1CC(CC(=O)NCC23CC4CC(CC(C4)C2)C3)C(=O)N2CCc3c([nH]c4ccccc34)[C@]12C (some centres undefined),1,-1.2,16,-0.6,0.8,1,1.0,-0.6,-5,-0.4,0.3
O=C(COc1ccc([N+](=O)[O-])cc1)NCC(c1cccs1)N1CCOCC1 (centres undefined),2,-0.5,-2,-0.7,1.3,2,-2.5,-2.5,-2,1.1,-0.6
CCN(CCCNC(=O)CCNC(=O)Cn1cnc2ccccc2c1=O)c1cccc(C)c1,2,-0.2,-1,-1.4,-1.2,0,-0.4,-2.8,-1,-0.3,1.6
O=C(N/N=C/c1ccc(O)cc1O)C1CC1,-14,0.2,2,-0.4,-1.6,0,0.3,-1.2,-1,-1.1,.
CCOc1ccc(-c2cc(C(=O)NC3CCCCC3)[nH]n2)c(C)c1,12*,3.8,3,-0.7,-1.2,4,2.8,1.9,3,2.8,.
CCc1ccccc1NC(=O)Cn1c(=O)n(-c2ccc(CC(=O)NCC3CCCO3)cc2)c(=O)c2ccccc21 (centres undefined),-1,-2.0,-1,0.1,-5.5,-2,-0.4,5.7,0,2.7,1.5
CCn1c(SCC(=O)NCC2CCCO2)nc2c([nH]c3ccccc32)c1=O (centres undefined),-7,4.7,2,0.4,-1.3,-6,2.5,-0.4,-1,-0.6,-0.3
COC(=O)CC1CC2(C(=O)OC)c3[nH]c4ccccc4c3CCN2C1=O (centres undefined),4,2.7,-3,-0.5,-0.1,-5,-0.5,0.8,3,.,.
Cc1ccc(C2=CSC3=NS(=O)(=O)CCN23)cc1,-1,1.7,4,-1.3,-0.9,4,0.2,1.7,-3,1.3,0.7
COc1cc(C(=O)/C=C/c2cccnc2)c([N+](=O)[O-])cc1OC,-11,-3.4,10,-2.2,-0.9,-2,-2.8,-4.8,-1,-6.6,-4.1

# No enrichment for hits (roughly 7% active in at least one column).
